Screening data as filed in PubChem BioAssay.
Vc quorum ag: quorum light induction in luxS cqsA deficient V. cholerae; V. cholerae BH1578 lux reporter, luminescence, 6 h; activation, % at 18.7 µM; 0.16% of 350,000 active; AID 588436; in the data active means activation mostly above about 9.7%, no sharp cut-off; further: not every result past the cut was called active; inactives centre near 0; reference of the scale not given here
Yp Topo-I inh: blocks Yersinia pestis topoisomerase I activity. AID 504884. 0.064% of 360,000 active. Y. pestis Topo-I cleavage product accumulation, plate reader. activity, % at 10 µM; in the data active means activity above about 50%, passing the limit was not always enough; further: inactives centre near 2
Anthrax LF inh2: anthrax lethal factor protease inhibition | P15917 | 0.12% of 360,000 active | multiplex microsphere protease cleavage assay, LF | inhibition, % at 10 µM; further: plate controls were buffer without enzyme for full effect and enzyme alone for no effect
TcdB GH inh: inhibitors of Clostridioides difficile toxin B glycohydrolase. TcdB glycohydrolase enzymatic assay, plate reader. inhibition, % at 9.99 µM. AID 652162. 0.24% of 350,000 active; in the data active means inhibition above about 10%
Target sequence (P18177 whole entry, looked up): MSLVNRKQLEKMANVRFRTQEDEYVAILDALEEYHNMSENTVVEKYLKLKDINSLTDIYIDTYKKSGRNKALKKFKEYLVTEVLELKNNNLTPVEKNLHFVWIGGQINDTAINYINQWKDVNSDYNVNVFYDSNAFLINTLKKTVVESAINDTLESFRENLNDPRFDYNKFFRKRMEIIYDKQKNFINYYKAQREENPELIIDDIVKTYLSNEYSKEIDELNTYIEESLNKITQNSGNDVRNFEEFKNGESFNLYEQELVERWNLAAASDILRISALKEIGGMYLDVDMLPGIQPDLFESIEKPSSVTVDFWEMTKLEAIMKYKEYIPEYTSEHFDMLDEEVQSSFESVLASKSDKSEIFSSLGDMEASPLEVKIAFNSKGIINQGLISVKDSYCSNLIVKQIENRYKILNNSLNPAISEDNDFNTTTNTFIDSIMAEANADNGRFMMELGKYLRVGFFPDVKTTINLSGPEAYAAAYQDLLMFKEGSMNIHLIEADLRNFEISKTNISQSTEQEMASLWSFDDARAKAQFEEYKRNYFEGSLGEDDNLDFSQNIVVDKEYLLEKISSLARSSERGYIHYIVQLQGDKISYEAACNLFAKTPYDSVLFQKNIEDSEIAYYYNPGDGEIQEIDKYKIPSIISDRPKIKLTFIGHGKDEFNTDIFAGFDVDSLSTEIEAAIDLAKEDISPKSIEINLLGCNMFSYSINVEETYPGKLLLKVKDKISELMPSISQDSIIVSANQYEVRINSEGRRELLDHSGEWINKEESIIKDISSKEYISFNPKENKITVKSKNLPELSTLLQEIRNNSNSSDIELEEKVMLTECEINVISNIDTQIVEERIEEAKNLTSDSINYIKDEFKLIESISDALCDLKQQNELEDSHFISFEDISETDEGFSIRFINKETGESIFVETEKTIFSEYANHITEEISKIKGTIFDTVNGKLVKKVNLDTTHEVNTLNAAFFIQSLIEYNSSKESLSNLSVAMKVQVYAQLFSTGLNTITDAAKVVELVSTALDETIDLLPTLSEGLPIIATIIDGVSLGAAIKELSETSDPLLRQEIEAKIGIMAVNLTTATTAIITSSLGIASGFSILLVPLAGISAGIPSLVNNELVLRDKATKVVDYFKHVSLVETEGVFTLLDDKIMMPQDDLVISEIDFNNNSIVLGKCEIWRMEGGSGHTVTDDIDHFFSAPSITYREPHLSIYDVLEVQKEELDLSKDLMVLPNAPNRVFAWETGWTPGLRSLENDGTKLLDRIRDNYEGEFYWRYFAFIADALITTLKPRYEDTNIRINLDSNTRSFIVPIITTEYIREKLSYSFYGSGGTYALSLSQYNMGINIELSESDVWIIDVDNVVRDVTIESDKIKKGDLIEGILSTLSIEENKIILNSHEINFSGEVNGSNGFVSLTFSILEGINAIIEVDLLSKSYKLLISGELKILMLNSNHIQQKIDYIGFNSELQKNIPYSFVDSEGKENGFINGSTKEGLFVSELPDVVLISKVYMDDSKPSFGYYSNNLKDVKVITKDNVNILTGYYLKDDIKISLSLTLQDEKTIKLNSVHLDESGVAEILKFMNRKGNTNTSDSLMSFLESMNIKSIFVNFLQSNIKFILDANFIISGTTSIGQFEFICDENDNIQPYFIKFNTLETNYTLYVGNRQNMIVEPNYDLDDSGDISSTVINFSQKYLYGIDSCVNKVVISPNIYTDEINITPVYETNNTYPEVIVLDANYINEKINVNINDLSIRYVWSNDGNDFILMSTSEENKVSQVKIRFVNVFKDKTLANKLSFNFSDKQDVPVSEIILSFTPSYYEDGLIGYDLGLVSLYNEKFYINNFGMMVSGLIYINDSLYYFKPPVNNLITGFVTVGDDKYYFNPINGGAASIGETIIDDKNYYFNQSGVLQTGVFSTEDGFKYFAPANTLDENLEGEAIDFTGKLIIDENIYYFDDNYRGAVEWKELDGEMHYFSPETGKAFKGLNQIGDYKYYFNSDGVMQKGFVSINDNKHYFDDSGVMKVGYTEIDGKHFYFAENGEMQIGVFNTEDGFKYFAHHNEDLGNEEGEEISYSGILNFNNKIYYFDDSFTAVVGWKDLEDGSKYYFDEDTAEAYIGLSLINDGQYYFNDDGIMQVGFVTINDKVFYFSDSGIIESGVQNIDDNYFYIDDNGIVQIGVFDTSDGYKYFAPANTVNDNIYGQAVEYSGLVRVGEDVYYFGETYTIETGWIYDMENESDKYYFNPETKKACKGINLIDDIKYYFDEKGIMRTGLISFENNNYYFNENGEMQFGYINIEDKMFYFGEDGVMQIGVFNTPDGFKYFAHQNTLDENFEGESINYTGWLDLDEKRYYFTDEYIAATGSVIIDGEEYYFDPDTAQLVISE
PrPC TRFRET: cell surface PrPC inhibition, primary TR-FRET screen; 0.43% of 370,000 active; inhibition, % at 13.8 µM; TR-FRET read-out; AID 720596; P04156; in the data active means inhibition above about 24%; further: 0% = median of the test wells and 100% = reference compound wells
SSB-PriA inh: K. pneumoniae PriA-SSBct interaction inhibition; AlphaScreen SSBct-PriA binding, biotinylated peptide; inhibition, % at 33 µM; 0.6% of 430,000 active; AID 1272365; in the data active means inhibition mostly above about 37%, no sharp cut-off; inactive means mostly below about 20%;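 further: plate controls were negative control peptide for no effect and reference peptide for full effect; strong numbers were not always called active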
PfHsp40 yeast: restores yeast growth despite PfHsp40 toxicity | S. cerevisiae expressing PfHsp40, growth rescue, ATP luminescence | growth rescue, % at 12.5 µM | 0.68% of 340,000 active | AID 504582; in the data active means growth rescue above about 28%, passing the limit was not always enough;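 further: yeast W303a lacking pdr1 and pdr3 grown in galactose medium; growth measured after three days at 30 °C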
SARS 3CLpro inh: SARS-CoV 3CLpro protease inhibition; 0.14% of 290,000 active; recombinant SARS-CoV 3CLpro, quenched FRET peptide cleavage; inhibition, % at 6 µM; P0C6X7; in the data active means inhibition above about 12%
BoNT A protease: BoNT A light chain protease inhibition; multiplex microsphere protease substrate cleavage, flow cytometry; inhibition, % at 10 µM; 0.17% of 360,000 active; AID 588499; further: plate controls were buffer without enzyme for full effect and enzyme alone for no effect
Numbers without * were called inactive; i = inactive; / = not tested or not shown; & = joins results of further samples. Unless noted, no stated cut-off is given here; in the data, active means inhibition above about 30%; inconclusive means no clear call, values can overlap the other calls; inactive means below that. The list is partial; count on the stated rates, not on these rows.

SMILES | Vc quorum ag | Yp Topo-I inh | Anthrax LF inh2 | TcdB GH inh | PrPC TRFRET | SSB-PriA inh | PfHsp40 yeast | SARS 3CLpro inh | BoNT A protease
CCc1ccccc1NC(=O)CN(C)C(=O)CSc1nn(-c2ccc(F)cc2)c(=S)s1 | -1.7 | 11.9 | -1.8 | 6.2 | 1.2 | 4.8 | -0.2 | 2.2 | 0.2
C[C@H](CO)N1C[C@H](C)[C@@H](CN(C)C(=O)Nc2ccccc2)Oc2ccc(NC(=O)C3CC3)cc2C1=O | -0.3 | 6.3 | -6.9 | 0.2&0.9 | 11.7 | -2.8 | -1.0 | / | -0.3
C=CCNc1ncnc2c1cnn2-c1cccc(C)c1 | -0.3 | -0.9 | -8.2 | 1.3 | 10.1 | -11.8 | 10.7 | 6.0 | -1.3
C=C(C)c1cccc(C(C)(C)NC(=O)Nc2ccc(C(N)=O)cc2)c1 | i | 8.9 | -1.4 | 2.1 | 11.3 | -14.3 | 4.2 | 4.8 | -0.2
CC(=O)Nc1cc[n+](CC(=O)c2ccc(Cl)cc2)cc1 | -0.4 | -6.7 | / | 0.7 | -1.1 | -4.0&-7.8 | 1.1 | 3.6 | /
Cc1cccc(N2CC(C)Cn3c2nc2c3c(=O)[nH]c(=O)n2C)c1 (stereo unspecified) | -0.5 | 0.0 | -3.6 | 0.1 | 9.9 | -8.5 | 1.1 | 3.4 | 0.9
CCc1ccc(/C=N/n2c(C)cc(C)c(C#N)c2=O)cc1 | -0.4 | -10.3 | -1.5 | 0.3 | 8.1 | / | -1.3 | 1.5 | -0.2
CC(=O)c1ccccc1NC(=O)c1ccc(N2CCCC2=O)cc1 | i | -0.8 | 3.9 | 2.0 | 4.5 | -2.9 | -0.2 | / | -3.3
CN(C)C(CNC(=O)CCNS(=O)(=O)c1ccccc1C(F)(F)F)c1ccccc1 (stereo unspecified) | -0.5 | 0.3 | -3.8 | 0.8 | -3.6 | 3.1 | -0.9 | / | 0.6
O=C(N/N=C/c1cccn1-c1cccc(C(=O)O)c1)Nc1ccccc1 | -0.1 | 2.0 | 0.3 | / | 3.8 | / | -1.5 | 7.6 | 0.5
CCCCCC1CCC(c2ccc(/C(N)=N/O)cc2)CC1 (stereo unspecified) | 0.2 | 1.8 | -8.4 | -0.1 | 12.7 | / | 20.7 | -2.4 | -1.5
COc1ccc(OC)c(S(=O)(=O)Nc2ccc3c(c2)n(C)c(=O)n3C)c1 | i | 0.9 | -6.4 | 1.2 | 3.1 | -9.5 | -1.0 | -3.9 | 0.7
COc1ccc2cc(CN(Cc3ccco3)C(c3nnnn3C3CCCCC3)C(C)C)c(=O)[nH]c2c1 (stereo unspecified) | -0.7 | -6.0 | -0.8 | / | -2.3 | -14.6 | -0.2 | 7.9 | 0.1
COc1ccc(S(=O)(=O)N(CCc2ccccc2)CC(=O)O)cc1C | -5.6 | 5.5 | -2.6 | / | / | -3.9 | 0.3 | -0.1 | -0.2
CSCCC(NC(=O)c1ccccc1)C(=O)NCCCSc1ccccc1 (stereo unspecified) | -2.0 | 8.5 | -2.9 | -1.5 | 1.9 | -2.4 | -0.1 | / | -14.7
Cc1ncoc1C(=O)N1CCCC(C(=O)c2ccc(-c3ccccc3)cc2)C1 (stereo unspecified) | -0.6 | 21.6 | 0.0 | 0.8 | -2.7 | 18.6 | -0.3 | 3.9 | 0.3
O=C(O)C1c2ccccc2Cc2ccccc21 | i | -7.6 | 2.5 | -0.8 | -1.0 | / | / | / | 0.2
Cn1nc(C(F)(F)F)c(-c2ccccc2)c1NC(=O)c1cccnc1 | i | -11.7 | -16.5 | 0.7 | 9.4 | -2.7 | 1.2 | -1.2 | -8.0
CCCCc1nc(SCC(=O)N2CCCC2)c2c(=O)n(C)c(=O)n(C)c2n1 | i | 17.8 | 2.6 | 0.4 | -1.7 | -0.8 | -0.6 | -5.9 | -0.6
CC(C)c1nnc(N2C(=O)C(O)=C(C(=O)c3cccs3)C2c2ccccc2)s1 (stereo unspecified) | / | 6.1 | 3.6 | 0.8 | -8.5 | -2.5 | -0.8 | -5.7 | 0.4

Next part; the last five above are carried over.
SMILES | Vc quorum ag | Yp Topo-I inh | Anthrax LF inh2 | TcdB GH inh | PrPC TRFRET | SSB-PriA inh | PfHsp40 yeast | SARS 3CLpro inh | BoNT A protease
Cc1ncoc1C(=O)N1CCCC(C(=O)c2ccc(-c3ccccc3)cc2)C1 (stereo unspecified) | -0.6 | 21.6 | 0.0 | 0.8 | -2.7 | 18.6 | -0.3 | 3.9 | 0.3
O=C(O)C1c2ccccc2Cc2ccccc21 | i | -7.6 | 2.5 | -0.8 | -1.0 | / | / | / | 0.2
Cn1nc(C(F)(F)F)c(-c2ccccc2)c1NC(=O)c1cccnc1 | i | -11.7 | -16.5 | 0.7 | 9.4 | -2.7 | 1.2 | -1.2 | -8.0
CCCCc1nc(SCC(=O)N2CCCC2)c2c(=O)n(C)c(=O)n(C)c2n1 | i | 17.8 | 2.6 | 0.4 | -1.7 | -0.8 | -0.6 | -5.9 | -0.6
CC(C)c1nnc(N2C(=O)C(O)=C(C(=O)c3cccs3)C2c2ccccc2)s1 (stereo unspecified) | / | 6.1 | 3.6 | 0.8 | -8.5 | -2.5 | -0.8 | -5.7 | 0.4
O=C(OCn1nnc2ccccc2c1=O)C1CCN(S(=O)(=O)c2cccs2)CC1 | -1.3 | 6.2 | 2.5 | / | 3.2 | -19.2 | -0.4 | 7.5 | -0.9
CC1=CC2=NC(=O)/C(=C\c3cc(C)n(-c4ccccc4F)c3C)C(=N)N2O1 | i | 7.8 | -6.2 | 3.6 | 8.2 | -2.1 | 2.3 | -1.2 | -2.0
COc1ccc2oc(C(=O)NCC3CCCO3)c(C)c2c1 (stereo unspecified) | -0.9 | -4.4 | -1.6 | 2.7 | 3.7 | -26.0 | 0.3 | -5.8 | 0.7
COc1cc(NC(=O)COC(=O)CCCC2=NS(=O)(=O)c3ccccc3N2)cc(OC)c1 | -0.3 | 9.3 | 2.8 | 0.0 | 5.4 | -5.8 | 1.1 | 1.2 | -1.2
COc1ccc(NC(=S)N2CCCC(c3nc4ccc(C)cc4[nH]3)C2)cc1 (stereo unspecified) | 0.0 | 10.4 | 2.1 | 0.7 | -3.6 | -2.3 | 0.8 | 1.7 | -0.9
CCN(CC)c1nc2ccccc2n(Cc2cccc(OC)c2)c1=O | -1.5 | 36.2 | -0.1 | -1.3 | -6.6 | -15.1 | -0.4 | 1.1 | 1.3
COc1ccc(CNC2CCCc3ccccc32)cc1OC (stereo unspecified) | -3.1 | -4.6 | 1.4 | 0.9 | -3.7 | -5.8 | -1.0 | 3.1 | 1.1
O=C(Nc1cc(S(=O)(=O)N2CCCCCC2)ccc1OCC(F)(F)F)c1cnccn1 | i | -0.5 | -3.6 | 1.5 | 3.2 | -6.4 | -0.9 | / | -2.2
O=C(CCC1CCCC1)Nc1cc(C(F)(F)F)ccc1N1CCOCC1 | 0.9 | 30.9 | 1.0 | 1.9 | -10.0 | -11.9 | 0.2 | / | 1.6
COc1ccc(CNC(=O)C(c2ccc(C)o2)N(C(=O)c2csnn2)c2ccc(C(C)C)cc2)cc1 (stereo unspecified) | -0.1 | 21.3 | -6.9 | / | -1.2 | 10.2 | 2.4 | 1.2 | -0.7
O=C(NCCN1CCOCC1)c1ccccc1N1C(=O)[C@@H]2Cc3c([nH]c4ccccc34)C(c3cccc(Cl)c3)N2C1=O (stereo partly specified) | -0.3 | 20.2 | 1.8 | 1.1 | -3.1 | / | / | / | -0.5
O=C1c2ccccc2C(=O)N1CCCCCc1nc(-c2ccccc2)no1 | i | 28.2 | -5.8 | / | -7.8 | -13.5 | -2.2 | -5.4 | 0.3
CC(CC(=O)N(C)CC(=O)Nc1ccc(N2CCOCC2)cc1)c1ccccc1 (stereo unspecified) | -0.8 | 0.1 | -4.7 | 0.5 | -2.2 | -9.6 | -1.6 | / | 3.7
CC(C)Cn1c(N)c(C(=O)COC(=O)CCNS(=O)(=O)c2ccccc2)c(=O)n(C)c1=O | 5.0 | -0.2 | -1.5 | 1.5 | 6.4 | 4.8 | -0.4 | / | -1.4
COc1ccc(/C=C/C(=O)CC(O)(c2ccccc2)C(F)(F)F)cc1 (stereo unspecified) | -1.4 | 13.4 | 3.4 | / | 3.1 | -15.1 | 3.0 | 2.5 | -0.1
Cc1cc(C)n(C(=O)c2ccc([N+](=O)[O-])cc2[N+](=O)[O-])n1 | -0.2 | -5.1 | -0.3 | 1.5 | -44.8 | -1.8 | -0.7 | -3.9 | -0.4
CCC(C)(C)C1CCc2[nH]nc(C(=O)NCCCNC(=O)OC(C)(C)C)c2C1 (stereo unspecified) | -0.4 | 12.4 | 4.3 | -0.4 | 0.1 | -7.2 | -2.2 | / | -0.3
COc1ccccc1CNC(=O)C1CC(c2ccccc2[N+](=O)[O-])=NO1 (stereo unspecified) | i | 4.7 | -2.9 | / | -8.3 | -0.2 | -0.3 | -7.5 | -1.0
O=C1C(NS(=O)(=O)c2ccccc2)=C(N2CCN(c3ccc(F)cc3)CC2)C(=O)c2ccccc21 | -0.6 | 6.5 | -4.6 | 0.9 | -37.9 | 22.9 | -0.5 | 1.2 | -0.8
COc1ccccc1CCC(=O)OCC(=O)N1c2ccccc2NC(=O)C1(C)C | i | 20.5 | -0.9 | 0.7 | 1.5 | -0.7 | 0.8 | / | -0.8
O=C(CCC(=O)NCCCc1ccccc1)NCCCc1ccccc1 | -0.3 | 3.0 | -0.1 | 0.0 | 2.4 | -2.9 | -0.1 | -0.2 | -0.2
Cc1cc(=O)oc2ccc(OCC(=O)N3CCC(C)CC3)cc12 | -0.6 | -7.6 | 0.4 | / | -1.1 | -11.4 | -1.0 | -0.3 | 0.4
Cc1c(O)c(S(=O)(=O)c2ccccc2)c(=O)n(-c2ccccc2)c1-c1ccccc1 | -0.4 | 6.3 | 14.3 | / | -2.7 | -9.4 | -0.8 | 4.9 | 0.9
CC(C)Cn1c(-c2csc3c2CCCC3)n[nH]c1=S | 1.4 | 8.4 | -6.7 | 2.0 | / | 17.7 | 3.2 | -0.8 | -2.7
C=CCN1CN=C(NS(=O)(=O)c2ccc(NC(C)=O)cc2)NC1 | -0.2 | 1.8 | -0.4 | 2.1 | -7.7 | 0.6 | 0.4 | 2.9 | -1.9
CC(C)c1nc2cc(C(=O)NC(C)c3cnn(C)c3)ccc2o1 (stereo unspecified) | i | 2.3 | 6.1 | 1.1 | -1.1 | -2.8 | 2.2 | -0.6 | -0.7
O=C(COC(=O)C1CC2CCCC(C1)C2=O)c1cccc(Br)c1 (stereo unspecified) | i | 12.5 | -3.7 | 1.6 | -1.8 | -2.1 | -0.6 | / | -1.6
CCN(CC)C(=O)[C@H]1C[C@H](CC(=O)NCc2cccc(C(F)(F)F)c2)C(=O)N2CCc3c([nH]c4cc(CCC(=O)N(C)C)ccc34)[C@]12C | -0.7 | 23.3 | -8.0 | -3.0 | 2.2 | -3.4 | -0.4 | / | -0.4
CCCCc1cc(=O)oc2c(C)c(OCC(=O)N3C[C@H]4C[C@@H](C3)c3cccc(=O)n3C4)ccc12 | -0.8 | 25.7 | 0.3 | -3.4 | 8.0 | / | -0.1 | 3.0 | -1.0
CNc1nc(-c2ccccc2)[n+](-c2ccc(C)cc2)s1 | -3.3 | -0.9 | -6.1 | / | -2.5 | 12.2 | 0.2 | 4.0 | 5.2
O=C(/C=C/c1cccc([N+](=O)[O-])c1)N1CCOCC1 | 3.4 | 1.8 | -2.1 | / | -14.9 | -12.5 | 0.6 | 1.0 | -0.9
COC(=O)c1ccc(N2CCN(C)CC2)c(NC(=O)c2ccc(Br)o2)c1 | -0.7 | -4.1 | 3.7 | 2.7 | -4.5 | -5.7 | 1.7 | -5.0 | 7.2

An excerpt from above, reduced to SSB-PriA inh and SARS 3CLpro inh.
Structure | SSB-PriA inh | SARS 3CLpro inh
O=C(N/N=C/c1cccn1-c1cccc(C(=O)O)c1)Nc1ccccc1 | / | 7.6
CCCCCC1CCC(c2ccc(/C(N)=N/O)cc2)CC1 (stereo unspecified) | / | -2.4
